EPAC2 antag = qHTS for Antagonist of cAMP-regulated guanine nucleotide exchange factor 2 (EPAC2): primary screen. Rap guanine nucleotide exchange factor 4 (Homo sapiens), Q8WZA2. EPAC2 GEF exchange of Rap1B-BODIPY-GDP, fluorescence. Potency, µM (series often up to 114 µM), for inactives: at the top dose activity, negative = inhibition, usual class: inhibitors. actives 0.18% (n = 360,000); also: potency is read from the fitted curve at half-maximal effect; % is scaled to controls: 0 for no effect and ±100 for the full control effect; nearly all actives have a fitted effect of over 45% in size; many of its hits are not listed in these tables
Target sequence (Q8WZA2 whole entry, looked up): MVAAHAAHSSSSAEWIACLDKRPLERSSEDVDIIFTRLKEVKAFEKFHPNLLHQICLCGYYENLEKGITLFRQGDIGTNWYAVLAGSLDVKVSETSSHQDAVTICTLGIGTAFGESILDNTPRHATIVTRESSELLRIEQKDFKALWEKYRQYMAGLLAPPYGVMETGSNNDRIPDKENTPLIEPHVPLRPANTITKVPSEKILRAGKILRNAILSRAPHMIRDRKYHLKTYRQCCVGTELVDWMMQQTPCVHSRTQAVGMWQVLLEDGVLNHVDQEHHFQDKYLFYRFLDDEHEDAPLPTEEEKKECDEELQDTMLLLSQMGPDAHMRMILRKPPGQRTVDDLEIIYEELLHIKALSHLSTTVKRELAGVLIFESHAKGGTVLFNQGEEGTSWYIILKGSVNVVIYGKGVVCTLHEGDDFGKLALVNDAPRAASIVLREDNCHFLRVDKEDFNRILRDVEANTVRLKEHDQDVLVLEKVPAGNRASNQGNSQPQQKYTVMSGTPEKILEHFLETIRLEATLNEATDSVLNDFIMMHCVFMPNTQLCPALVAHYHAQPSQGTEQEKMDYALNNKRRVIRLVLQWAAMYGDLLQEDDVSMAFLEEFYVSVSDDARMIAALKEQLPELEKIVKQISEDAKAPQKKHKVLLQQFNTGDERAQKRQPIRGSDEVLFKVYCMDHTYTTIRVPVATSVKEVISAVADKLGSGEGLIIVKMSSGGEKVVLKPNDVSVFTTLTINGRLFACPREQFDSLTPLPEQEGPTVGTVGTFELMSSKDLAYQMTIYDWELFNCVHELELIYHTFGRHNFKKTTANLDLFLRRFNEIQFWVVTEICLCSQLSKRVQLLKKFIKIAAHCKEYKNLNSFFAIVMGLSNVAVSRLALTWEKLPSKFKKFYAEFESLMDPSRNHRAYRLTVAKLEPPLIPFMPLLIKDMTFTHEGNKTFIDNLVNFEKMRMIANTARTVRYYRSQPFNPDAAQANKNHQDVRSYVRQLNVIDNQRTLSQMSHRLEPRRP
Nrf2 block = Nrf2 qHTS screen for inhibitors | AID 504444, 2011 | Potency, µM (doses to about 46 µM), for inactives: at the highest dose activity change, negative = inhibition, hits mostly inhibitors | actives 2.1% (n = 360,000) | A549 ARE-Fluc reporter, luciferase luminescence, 18-24 h; also: potency is read from the fitted curve at half-maximal effect; % is scaled to controls: 0 for no effect and ±100 for the full control effect; nearly all actives have a fitted effect of over 60% in size
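Quantitative HTS in A549 cells stably bearing an antioxidant response element-firefly luciferase construct. Inhibition of Nrf2-driven transcription was scored by luminescence after 18-24 h of compound exposure at 37 °C.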
TGFb inhibitor = qHTS for Inhibitors of TGF-b; HepG2 CAGA-GFP TGF-b/SMAD3 reporter, GFP fluorescence, 18 h; TGF-beta stimulated, 500 pg/mL final; Potency, µM (top dose mostly 46.1 µM), for the others: at the highest dose activity, negative = inhibition, hits mostly inhibitors; actives 1.2% (n = 410,000); AID 588855, 2011; also: potency is read from the fitted curve at half-maximal effect; % is scaled to controls: 0 for no effect and ±100 for the full control effect; nearly all actives have a fitted effect of over 65% in size
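HEPG2 CAGA-GFP, 1000 cells/well; 2 h settle, 37 C; cpd via pin tool; TGF-b 500 pg/mL final; 18 h, 37 C; GFP imaging ex488/em500-530; %Activity normalised to -TGF-b and +DMSO controls; CRC fit, curve class.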
CCT chaperon mod = High-Throughput Screening for Modulators of Cytosolic Chaperonin Activity; purified chaperonin ATPase assay, HTRF ADP detection, 30 min; activity change, % (concentration not given with the values), hits read low; actives 0.3% (n = 360,000); AID 651819, 2012; in the data active = activity change below about -30%; also: % is scaled to controls: 0 for no effect and ±100 for the full control effect
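Enzyme 40 or 20 nM (batch-dependent) in Tris pH 7.4/KCl/MgCl2/DTT; cpd 76 uM single point; ATP 10 uM; 30 min 37 °C; Transcreener ADP HTRF detection, 30 min RT; ratio 665/615.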
Mm-Cpn inhibitor = Inhibitors of TCP-1 ring complex (TRiC) of Methanococcus maripaludis (MmCpn): qHTS. Chaperonin Mm-Cpn (Methanococcus maripaludis). purified Mm-Cpn ATPase, ADP Transcreener TR-FRET. Potency, µM (titrated, usually from 76.9 µM), for inactives: top-dose activity, negative = inhibition, usual class: inhibitors. actives 0.031% (n = 330,000). AID 504842, 2011; also: potency is read from the fitted curve at half-maximal effect; % is scaled to controls: 0 for no effect and ±100 for the full control effect; nearly all actives have a fitted effect of over 80% in size
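ATPase read-out: TR-FRET ADP immunoassay (anti-ADP Eu cryptate vs ADP-d2), ex 320 nm, em 590/665 nm; signal drops as ADP forms. Enzyme 25 nM, ATP 10 uM, 30 min at 37°C after 10 min compound preincubation.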
Akt phos inh = HTS Assay for Inhibitors of Akt Phophorylation: Primary Screen. Neuro2A IGF-stimulated pAkt S473 HTRF, 20 min; active compounds read low. activity change, % for hits at 50 µM. actives 0.32% (n = 360,000); in the data active = activity change below about -80%; inconclusive = mostly about -51% to -80%; also: % is scaled to controls: 0 for no effect and ±100 for the full control effect
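Neuro2A cells in DMEM with 0.5% FBS, overnight at 37 deg C, given compound at single 50 µM final, then IGF (6 nM final) for 20 min at 37 deg C. Lysed; phospho-Akt Ser473 by HTRF after 24 h, 665/615 ratio.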
A549 tox = Nrf2 qHTS screen for inhibitors: counterscreen for cytotoxicity. A549 ARE-Fluc cells, CellTiter-Fluor viability, 18-24 h. Potency, µM (titrated, usually from 46 µM), for inactives: at the top dose activity change, negative = cytotoxicity, hits mostly inhibitors. actives 0.16% (n = 390,000). AID 504648, 2011; also: potency is read from the fitted curve at half-maximal effect; % is scaled to controls: 0 for no effect and ±100 for the full control effect
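Cytotoxicity counterscreen: CellTiter-Fluor fluorescence was measured in A549 ARE_Fluc cells after 18-24 h of compound exposure in a concentration series. The subsequent BugLite luminescent read reports ARE-luciferase activity.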
Nrf2 ARE act = qHTS of Nrf2 Activators; AREc32 ARE-luciferase reporter (MCF7-derived line), luminescence, 24 h; Potency, µM (top dose mostly 46.1 µM), inactives show at the top dose activation, actives largely listed as activators; actives 0.31% (n = 410,000); also: potency is read from the fitted curve at half-maximal effect; % of control where 0% means no effect; nearly all actives have a fitted effect of over 65% in size
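Reporter line AREc32 (ARE-Fluc), seeded overnight in OPTI-MEM with 5% FBS; compound pin-transferred, 24 hr at 37 deg C, 5% CO2; luminescent read-out.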
EPAC2 agonist = qHTS for Agonist of cAMP-regulated guanine nucleotide exchange factor 4 (EPAC2): primary screen; Potency, µM (doses to about 154 µM), inactives show at the highest dose activation, most hits filed as activators; AID 720711, 2013; EPAC2 activation, biochemical qHTS; response scale: 100% = 6.5 mM cAMP response; actives 0.079% (n = 360,000); also: potency is read from the fitted curve at half-maximal effect; nearly all actives have a fitted effect of over 50% in size
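Nucleotide exchange monitored as fluorescence drop when BODIPY-GDP leaves Rap1B. Reaction: 100 nM EPAC2, 250 nM RAP1B-BODIPY-GDP, 50 uM GDP, room temperature, kinetic read over 30 min. Activity expressed relative to 6.5 mM cAMP.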
* = called active by the depositor; i = inactive; ? = inconclusive; . = not tested or not shown; & = joins results of further samples; [ ] = dose if it differs, or a comment. Unless noted, calls follow the shape of the dose curve; as a rule, active = well fitted curve in the direction sought with a large enough effect; inconclusive = small, poorly fitted or top-dose-only effect, or another doubt; inactive = no such curve, though single readings can be large; an effect the other way counts as inactive or inconclusive. This is a subset; count on the stated rates, not on these rows.

Below each SMILES – EPAC2 agonist, Akt phos inh, CCT chaperon mod, TGFb inhibitor, Nrf2 block, Mm-Cpn inhibitor, A549 tox, Nrf2 ARE act, EPAC2 antag
> O=C(NCC1CCN(Cc2cccc(Cl)c2)CC1)C1CCCN(c2ncnc3c2nc2n3CCCCC2)C1 (stereo not given)
→ -10%, i, -0.5, ?, ?, 2%, ?, 4.6%, 5%
> O=c1nc(N2CCCC2)nc(Nc2ccccc2)[nH]1
→ 2%, i, -1.9, 0%, 2%, 0%, -6%, 0.4%, 0%
> CCOC(=O)C1=C(C)NC2=C(C(=O)C(C(=O)OCC)C(c3ccccc3OC)C2)C1c1ccccn1 (stereo not given)
→ 3%, i, -1.2, 11%, -8%, 2%, 1%, 0.1%, -10%
> CCC(c1ccccc1)c1nnc(NC(=O)c2ccco2)s1 (stereo not given)
→ 7%, i, -0.8, 6%, 15%, -4%, 7%, 0.3%, 7%
> Cc1ccc(NC(=O)CCC(=O)NNC(=O)NC2CCCCC2)c(C)c1
→ 6%, i, 1.2, 0%, -6%, 2%, -2%, -0.7%, 0%
> COc1ccc(CCNC(=O)COC(=O)/C=C/c2cc(OC)c(OC)c(OC)c2)cc1OC
→ 4%, i, -2.4, 5%, ?, 1%, 1%, 0.6%, -6%
> Cc1ccccc1OCC(=O)NNC(=O)C1CCCCC1C(=O)O (stereo not given)
→ 2%, i, 0.8, ?, -24%, 3%, 1%, 0.1%, 13%
> Cc1ccc2cccc(OCC(=O)NCCC3=CCCCC3)c2n1
→ 5%, i, 0.9, -5%, 10%, -3%, 0%, 2.6%, -2%
> COc1ccc(N2C(=O)CSC2c2ccccc2)cc1 (stereo not given)
→ 4%, i, -0.8, 19%, -5%, 3%, 2%, 3.0%, -2%
> Cc1nc2ccc(C(=O)Nc3ccc4nc[nH]c4c3)cc2[nH]1
→ 1%, i, -2.2, 0%, -5%, -2%, -1%, -0.1%, 2%
> O=C(Nc1ccc2nc3n(c(=O)c2c1)CCCC3)c1cccc([N+](=O)[O-])c1
→ 0%, i, -0.9, 0%, 2%, 0%, -4%, 2.0%, 12%
> Cc1ccc(C(=O)Nn2cnnc2)cc1S(=O)(=O)N1CCOCC1
→ 12%, i, -0.2, -12%, 3%, 1%, 7%, -0.2%, 3%
> CCCC1(C(=O)OCC)NC(c2ccc(OC)cc2OC)C2C(=O)N(c3ccccc3)C(=O)C21 (stereo not given)
→ 1%, i, 1.6, -3%, ., 4%, -10%, 2.9%, -2%
> CCCN1C(=O)/C(=C\C=C2/C=CN(CC)c3ccccc32)SC1=S
→ -16%, i, -0.9, -4%, -12%, 0%, -19%, -0.4%, -9%
> O=C(N/C(=C\c1ccc([N+](=O)[O-])cc1)C(=O)N1CCOCC1)c1ccccc1
→ 4%, i, -1.4, -3%, -27%, 1%, -2%, -0.6%, 5%
> CCN(C(=O)CSc1nnc(Nc2ccccc2C)s1)C1CCS(=O)(=O)C1 (stereo not given)
→ -3%, i, 0.3, 12%, 8%, 0%, 0%, -1.9%, 0%
> COc1ccc(-n2nnc3c(SCC(=O)c4ccccc4)ncnc32)cc1
→ 3%, i, 1.1, 20%, 16%, -4%, -3%, 0.2%, 12%[57.1 µM]
> O=C(Nc1cccc(Cl)c1)Nc1ccccc1NS(=O)(=O)c1cccs1
→ 6%, i, 2.7, ?, 21%, 2%, 3%, 0.1%, 11%
> O=c1c(-c2nc3ccccc3s2)cccn1Cc1ccccc1
→ -8%, i, 2.7, 4%, 29%, 0%, -3%, 5.2%, -7%
> CNC(=O)/C(C#N)=C/c1cc(C)n(-c2ccc(N3CCOCC3)cc2)c1C
→ -4%, i, 1.2, 6%, 9%, -1%, 1%, 1.1%, 7%

A different layout for 8 compounds above.
compound	EPAC2 agonist	Akt phos inh	CCT chaperon mod	TGFb inhibitor	Nrf2 block	Mm-Cpn inhibitor	A549 tox	Nrf2 ARE act	EPAC2 antag
Cc1nc2ccc(C(=O)Nc3ccc4nc[nH]c4c3)cc2[nH]1	1%	i	-2.2	0%	-5%	-2%	-1%	-0.1%	2%
O=C(Nc1ccc2nc3n(c(=O)c2c1)CCCC3)c1cccc([N+](=O)[O-])c1	0%	i	-0.9	0%	2%	0%	-4%	2.0%	12%
Cc1ccc(C(=O)Nn2cnnc2)cc1S(=O)(=O)N1CCOCC1	12%	i	-0.2	-12%	3%	1%	7%	-0.2%	3%
CCCC1(C(=O)OCC)NC(c2ccc(OC)cc2OC)C2C(=O)N(c3ccccc3)C(=O)C21 (stereo not given)	1%	i	1.6	-3%	.	4%	-10%	2.9%	-2%
CCCN1C(=O)/C(=C\C=C2/C=CN(CC)c3ccccc32)SC1=S	-16%	i	-0.9	-4%	-12%	0%	-19%	-0.4%	-9%
O=C(N/C(=C\c1ccc([N+](=O)[O-])cc1)C(=O)N1CCOCC1)c1ccccc1	4%	i	-1.4	-3%	-27%	1%	-2%	-0.6%	5%
CCN(C(=O)CSc1nnc(Nc2ccccc2C)s1)C1CCS(=O)(=O)C1 (stereo not given)	-3%	i	0.3	12%	8%	0%	0%	-1.9%	0%
COc1ccc(-n2nnc3c(SCC(=O)c4ccccc4)ncnc32)cc1	3%	i	1.1	20%	16%	-4%	-3%	0.2%	12%[57.1 µM]

The listing continues.
Below each SMILES – EPAC2 agonist, Akt phos inh, CCT chaperon mod, TGFb inhibitor, Nrf2 block, Mm-Cpn inhibitor, A549 tox, Nrf2 ARE act, EPAC2 antag
> COc1cccc(NC(=O)CSc2ccc3nnc(-c4ccccn4)n3n2)c1
→ 4%, i, -1.5, -2%, 8%, 1%, -2%, 0.0%, -6%
> O=C(Nc1ccc(-c2nc3ccccc3o2)cc1)c1ccc(N2C(=O)C3C4C=CC(C4)C3C2=O)cc1 (stereo not given)
→ 0%, i, -0.3, -13%, ?, -3%, -5%, 0.6%, 2%
> COc1ccc2c(c1)c(/C=N/Nc1ccc(C(=O)O)cc1)c(C)n2C
→ 8%, i, 1.3, 23%, 0%, -3%, 0%, 0.6%, 2%
> COc1ccc(/C=N/OC(=O)Nc2ccccc2)cc1[N+](=O)[O-]
→ 6%, i, -0.2, 3%, ?, 2%, 5%, 3.4%, -2%
> Cc1cc(-n2c(C)cc(C(=O)COc3ccc4ccc(=O)oc4c3)c2C)no1
→ 12%, i, -0.3, 8%, -14%, -1%, 6%, -0.5%, -4%
> CCC(C)(C)NC(=O)CN(C(=O)CCC(=O)Nc1nccs1)c1cccc(C)c1
→ -4%, i, -0.8, 2%, 6%, -1%, -2%, -0.3%, 11%
> CC(C)CC(=O)N1CCN(C(=O)c2ccco2)CC1
→ 13%, i, -1.3, -22%, -1%, 0%, 5%, -0.6%, -3%
> N#Cc1cn(CCOC(=O)c2cccc(C(F)(F)F)c2)c(=O)[nH]c1=O
→ 12%, i, -2.6, -2%, 1%, 1%, -5%, 2.4%, -6%
> COc1ccc(/C=N\NC(=O)C2=NNC(=O)C2C)cc1 (stereo not given)
→ -2%, i, -1.1, 9%, ?, -5%, 0%, 2.5%, 0%
> COc1cccc(/C=N/NC(=O)C(=O)NCc2cccnc2)c1OC
→ 5%, i, 1.9, 3%, 15%, 1%, -2%, -1.0%, -4%
> CCc1cc2ccc(C)cc2nc1SCC(=O)c1ccc(NC(C)=O)cc1
→ 5%, i, -0.2, ?, 0%, -10%, 4%, 9.6%, -1%
> OCC1OC(n2nc3ccccc3n2)C(O)C(O)C1O (stereo not given)
→ 7%, i, -0.4, 8%, 3%, 1%, -1%, -0.1%, 10%
> COc1ccc(C=C2SC(=S)N(CCCC(=O)Nc3ccc(C(=O)O)c(O)c3)C2=O)cc1OC
→ 3%, i, 1.1, ?, ., ., ., -1.7%, 10%
> COc1ccc(C(=O)C2CCCN(Cc3cccn3-c3cccnc3)C2)cc1OC (stereo not given)
→ -1%, i, -0.3, 0%, -1%, 4%, 5%, -0.2%, 5%
> Cc1cccc2c1nc(-c1ccccc1)n1cnnc21
→ -1%, i, 0.2, 0%, 9%, -2%, -3%, 0.8%, 4%
> CCOC(=O)c1c(NC(=O)CSC(=S)N2CCOCC2)sc(C)c1C
→ -10%, i, -2.0, 1%, -19%, 0%, -5%, 3.3%, 1%
> CCCC(=O)N1CCN(c2ccc(NC(=O)c3ccc(OCC)c([N+](=O)[O-])c3)cc2)CC1
→ 12%, i, 3.2, 0%, -11%, 1%, -1%, 0.9%, 13%
> CCNC(=O)c1cc2c(c(-c3cccc(-c4cccc(C(=O)N(C)C)c4)c3)n1)[C@H](CCO)N(S(=O)C(C)(C)C)C2 (stereo not given in full)
→ -16%, i, 0.5, -26%, ., ., ., 16%, ?
> C=CCNc1nc(C(=O)OCC(=O)Nc2cccc(SC)c2)cs1
→ -3%, i, 0.4, -1%, 2%, -2%, -5%, -0.2%, 18%
> CCCCNC(=O)CCC(=O)NNc1nc2ccccc2c2nc(-c3ccccc3)nn12
→ 1%, i, -0.4, -18%&11%, ?, 3%, -12%&-11%, 4.5%&5.8%, 1%

Assay outcomes from PubChem.
